Screening data as filed in PubChem BioAssay.
GASC-1 inh: inhibitors of human GASC-1 (JMJD2C) demethylase; 0.069% of 330,000 active; AID 2099; inhibition, % at 2.35 µM; GST-JMJD2C(1-420) H3K9me3 demethylation, DELFIA europium;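 active = more than half of a compound's replicate wells show inhibition beyond 50%, single wells judged on their own value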;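 note: signal counts dimethyl H3K9 product captured on neutravidin plate; 0% = median of DMSO wells and 100% = 0.3 times that DMSO median; strong numbers were not always called active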
procasp7 counter: activates human procaspase-7, counter-screen for procaspase-3 activators | recombinant procaspase-7, Ac-DEVD-pNA absorbance 405 nm; D23A/D198A/D206A triple mutant, cannot self-cleave; scale: DMSO 0, 5 µM enzyme 100 | activation, % at 8.5 µM | 0.093% of 330,000 active | AID 463210;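 active = percent activation above the screen-wide mean plus 3 SD, cut at about 25% in these data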
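Replicates: singlicate. Assay system: Procaspase-7 triple mutant (PC-7 D3A). Signal: 405 nm absorbance of p-nitroaniline. Times: 1 h preincubation, 2 h reaction. Buffer or medium: Zinc-free HEPES pH 7.4 with 300 mM NaCl, 0.01% Triton X-100. Also added: DEVD-pNA substrate. Benchmarks: DMSO wells as 0%, DMSO with 5 µM added PC-7 as 100%.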
procasp3 activ: procaspase-3 (human) activation. P42574. recombinant procaspase-3 D3A, Ac-DEVD-pNA absorbance 405 nm. activation, % at 8.5 µM. 0.11% of 330,000 active;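 active = activation above the mean of all tested compounds plus 3 SD, cut at about 21% in these data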;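 note: 0% = DMSO alone and 100% = DMSO wells spiked with extra 5 µM PC-3 D3A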
Target sequence (P42574 whole entry D9A/D28A/D175A): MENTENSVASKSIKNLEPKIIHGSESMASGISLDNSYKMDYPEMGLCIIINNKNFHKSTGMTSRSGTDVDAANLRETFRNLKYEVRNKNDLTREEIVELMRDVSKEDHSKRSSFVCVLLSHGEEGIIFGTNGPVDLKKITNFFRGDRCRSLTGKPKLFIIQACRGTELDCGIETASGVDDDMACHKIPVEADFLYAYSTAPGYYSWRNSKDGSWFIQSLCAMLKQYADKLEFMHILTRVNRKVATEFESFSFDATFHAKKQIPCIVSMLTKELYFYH
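Assay system – Procaspase-3 D3A mutant, all three cleavage aspartates alanine · Controls – DMSO-only low control, 5 µM PC-3 D3A high control · Schedule – 1 h compound preincubation, 2 h substrate hydrolysis at 25 °C · Signal – 405 nm absorbance of p-nitroaniline, reads at 0 and 120 min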
MEP2-GFP yeast: modulators of TOR pathway MEP2-GFP in S. cerevisiae. S. cerevisiae MEP2-GFP strain, flow cytometry GFP, 3 h; 100% = DMSO control level. GFP response vs DMSO, % at 10 µM. 0.51% of 330,000 active. AID 2016;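 active = GFP response versus DMSO above a set limit, roughly screen mean plus 3 SD, cut at about 180% in these data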;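 note: median GFP fluorescence of the barcode-gated MEP2-GFP cells per well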
Yeast superoxide: lowers age-related superoxide in aged yeast cells. S. cerevisiae aged cells, superoxide DHE fluorescence; active compounds read low. superoxide response (% of plate mean), % at 10 µM. 0.18% of 330,000 active;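 active = superoxide response under a set limit, about three screen SD below normal, cut at about 65% in these data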;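 note: yeast aged for seven days with compound at 30 °C before DHE staining; 100% = average MFI of all compound-treated wells on the plate with controls excluded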
RPL19A TOR yeast: modulators of TOR pathway RPL19A-GFP in S. cerevisiae; S. cerevisiae RPL19A-GFP strain, flow cytometry, 3 h; active compounds read low; percent response vs DMSO, % at 10 µM; 0.3% of 330,000 active; AID 2025;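 active = percent response vs DMSO below 50%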;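 note: median channel GFP fluorescence of the barcoded RPL19A-GFP strain; ratio of sample median GFP to plate DMSO average so 100% = DMSO; lower means less RPL19A-GFP as with rapamycin TOR inhibition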
LAP4-GFP MLPCN: alters LAP4-GFP fluorescence in TOR pathway yeast screen; S. cerevisiae LAP4-GFP multiplex, flow cytometry GFP, 3 h; median GFP as percent of DMSO wells; GFP response vs DMSO, % at 10 µM; 0.34% of 320,000 active; AID 2023;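 active = GFP response vs DMSO above a set limit, about the screen mean plus 3 SD, cut at about 150% in these data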
AHR act: human AHR activation; AHR-responsive luciferase reporter cells, luminescence; activation, % at 5 µM; P35869; 2.5% of 320,000 active; in the data active = activation above about 47%;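 note: 0% = vehicle wells and 100% = reference agonist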
Target sequence (P35869 whole entry, looked up): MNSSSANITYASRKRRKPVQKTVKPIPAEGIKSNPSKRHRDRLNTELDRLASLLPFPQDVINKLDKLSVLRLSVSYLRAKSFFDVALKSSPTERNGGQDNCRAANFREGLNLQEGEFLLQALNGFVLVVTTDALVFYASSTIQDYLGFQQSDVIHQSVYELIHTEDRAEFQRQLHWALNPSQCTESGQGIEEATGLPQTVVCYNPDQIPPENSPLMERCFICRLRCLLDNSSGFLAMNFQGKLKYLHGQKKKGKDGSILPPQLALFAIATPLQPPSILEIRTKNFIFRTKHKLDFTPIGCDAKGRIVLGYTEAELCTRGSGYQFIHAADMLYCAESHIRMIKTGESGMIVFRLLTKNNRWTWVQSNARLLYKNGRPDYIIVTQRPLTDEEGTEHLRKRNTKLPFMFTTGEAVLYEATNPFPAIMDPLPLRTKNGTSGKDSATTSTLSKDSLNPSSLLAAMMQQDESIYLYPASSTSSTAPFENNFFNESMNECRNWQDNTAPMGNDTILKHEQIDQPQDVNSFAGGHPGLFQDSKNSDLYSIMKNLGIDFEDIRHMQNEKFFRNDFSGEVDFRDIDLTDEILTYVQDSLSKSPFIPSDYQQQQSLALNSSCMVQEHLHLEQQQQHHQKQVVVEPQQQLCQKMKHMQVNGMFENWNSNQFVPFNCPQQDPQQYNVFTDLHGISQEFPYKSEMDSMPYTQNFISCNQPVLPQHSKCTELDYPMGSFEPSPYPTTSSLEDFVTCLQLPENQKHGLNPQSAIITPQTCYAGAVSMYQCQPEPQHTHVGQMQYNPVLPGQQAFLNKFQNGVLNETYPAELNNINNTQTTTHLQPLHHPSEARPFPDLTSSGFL
Starred values were filed as active, the others as inactive. Outcome played no part in choosing rows (roughly 3.8% active in at least one column).

Results for CCC(C)NC(=O)c1ccccc1C(=O)NC(C)CC (centres undefined) ?
GASC-1 inh: -10; procasp7 counter: -7; procasp3 activ: 9; MEP2-GFP yeast: 99; Yeast superoxide: 106; RPL19A TOR yeast: 98; LAP4-GFP MLPCN: 98; AHR act: -2

Results for CCC(=O)Nc1nnc(CSCc2ccccc2)s1 ?
GASC-1 inh: -3; procasp7 counter: 5; procasp3 activ: -4; MEP2-GFP yeast: 88; Yeast superoxide: 99; RPL19A TOR yeast: 96; LAP4-GFP MLPCN: 86; AHR act: 6

How did COc1ccc(NC(=O)c2ccccc2-c2ccc(C(F)(F)F)cc2)cc1S(=O)(=O)N1CCOCC1 do in these assays?
GASC-1 inh: 1; procasp7 counter: 5; procasp3 activ: -2; MEP2-GFP yeast: 108; Yeast superoxide: 104; RPL19A TOR yeast: 106; LAP4-GFP MLPCN: 100; AHR act: 2

What do the screens show for `CC(CNC(=O)CCn1ccc2cc(S(=O)(=O)N3CCCC3)ccc21)c1ccccc1` (centres undefined)?
GASC-1 inh: -9; procasp7 counter: -3; procasp3 activ: -2; MEP2-GFP yeast: 97; Yeast superoxide: 107; RPL19A TOR yeast: 98; LAP4-GFP MLPCN: 99; AHR act: 1

What do the screens show for `O=C1c2cccnc2C(=O)N1C1CCCCC1`?
GASC-1 inh: 4; procasp7 counter: -1; procasp3 activ: 8; MEP2-GFP yeast: 98; Yeast superoxide: 95; RPL19A TOR yeast: 104; LAP4-GFP MLPCN: 102; AHR act: 0

What do the screens show for `CCC(=O)N(Cc1cc2ccccc2[nH]c1=O)c1ccccc1OC`?
GASC-1 inh: -2; procasp7 counter: 1; procasp3 activ: 4; MEP2-GFP yeast: 119; Yeast superoxide: 104; RPL19A TOR yeast: 109; LAP4-GFP MLPCN: 92; AHR act: -1

What do the screens show for `CS(=O)(=O)NCc1nnc(SCc2ccccc2C(F)(F)F)o1`?
GASC-1 inh: 14; procasp7 counter: -1; procasp3 activ: 0; MEP2-GFP yeast: 111; Yeast superoxide: 105; RPL19A TOR yeast: 99; LAP4-GFP MLPCN: 103; AHR act: -1

How did Cc1ccccc1Nc1nc(N)nc(COC(=O)c2ccccc2)n1 do in these assays?
GASC-1 inh: -5; procasp7 counter: 4; procasp3 activ: 8; MEP2-GFP yeast: 106; Yeast superoxide: 100; RPL19A TOR yeast: 99; LAP4-GFP MLPCN: 89; AHR act: 2

What do the screens show for `CC(C)OCCCNc1ccc(N2C(=O)CCCC2=O)cc1[N+](=O)[O-]`?
GASC-1 inh: 11; procasp7 counter: 1; procasp3 activ: -4; MEP2-GFP yeast: 103; Yeast superoxide: 109; RPL19A TOR yeast: 104; LAP4-GFP MLPCN: 101; AHR act: 0

What do the screens show for `CCOc1cccc(NC(=O)CC#N)c1`?
GASC-1 inh: 2; procasp7 counter: 13; procasp3 activ: 5; MEP2-GFP yeast: 103; Yeast superoxide: 106; RPL19A TOR yeast: 102; LAP4-GFP MLPCN: 100; AHR act: 13

Results for CCOC(=O)C1CCCN(C(=O)c2cc(S(=O)(=O)N(C)C)ccc2N2CCCC2)C1 (centres undefined) ?
GASC-1 inh: -13; procasp7 counter: 9; procasp3 activ: -2; MEP2-GFP yeast: 93; Yeast superoxide: 97; RPL19A TOR yeast: 96; LAP4-GFP MLPCN: 88; AHR act: -2

What do the screens show for `COc1ccc(C(=O)Nc2ncc3c(n2)-c2ccccc2CC3)cc1`?
GASC-1 inh: 8; procasp7 counter: 2; procasp3 activ: 1; MEP2-GFP yeast: 103; Yeast superoxide: 98; RPL19A TOR yeast: 98; LAP4-GFP MLPCN: 116; AHR act: 103*

How did CC(C(=O)Nc1ccc2c(c1)OCCO2)N1CCN(C(=O)c2ccco2)CC1 (centres undefined) do in these assays?
GASC-1 inh: 2; procasp7 counter: 3; procasp3 activ: -3; MEP2-GFP yeast: 106; Yeast superoxide: 104; RPL19A TOR yeast: 99; LAP4-GFP MLPCN: 98; AHR act: 1

What do the screens show for `Cc1ccc(S(=O)(=O)N2CCOC2CNC(=O)C(=O)NCCN2CCOCC2)cc1` (centres undefined)?
GASC-1 inh: -8; procasp7 counter: -4; procasp3 activ: 3; MEP2-GFP yeast: 92; Yeast superoxide: 95; RPL19A TOR yeast: 105; LAP4-GFP MLPCN: 92; AHR act: 2

Results for Cc1cc(C)n2nc(SCc3nnc(-c4ccccc4Br)o3)nc2n1 ?
GASC-1 inh: 10; procasp7 counter: -2; procasp3 activ: 2; MEP2-GFP yeast: 100; Yeast superoxide: 99; RPL19A TOR yeast: 99; LAP4-GFP MLPCN: 105; AHR act: 4

What do the screens show for `CC(=O)Nc1ccc(NC(=O)c2ccc([N+](=O)[O-])cc2Cl)cc1`?
GASC-1 inh: -7; procasp7 counter: 4; procasp3 activ: -5; MEP2-GFP yeast: 101; Yeast superoxide: 155; RPL19A TOR yeast: 111; LAP4-GFP MLPCN: 96; AHR act: -6

What do the screens show for `O=C(CN(C(=O)c1csnn1)c1ccc(Br)cc1)NC1CCCCC1`?
GASC-1 inh: 3; procasp7 counter: 2; procasp3 activ: -1; MEP2-GFP yeast: 96; Yeast superoxide: 100; RPL19A TOR yeast: 98; LAP4-GFP MLPCN: 97; AHR act: 0

Results for COc1ccc(N2C(=O)CSC23CCCCC3)cc1 ?
GASC-1 inh: 42; procasp7 counter: -9; procasp3 activ: 5; MEP2-GFP yeast: 96; Yeast superoxide: 109; RPL19A TOR yeast: 98; LAP4-GFP MLPCN: 94; AHR act: -2

How did Cc1cc(NC(=O)CN2CCN(c3ccccn3)CC2)ccc1Br do in these assays?
GASC-1 inh: -2; procasp7 counter: 3; procasp3 activ: 3; MEP2-GFP yeast: 105; Yeast superoxide: 106; RPL19A TOR yeast: 109; LAP4-GFP MLPCN: 92; AHR act: 4

Results for CCC(C)Cn1c(O)cc2nn(-c3nc4ccccc4s3)c(=O)c-2c1C (centres undefined) ?
GASC-1 inh: 10; procasp7 counter: -8; procasp3 activ: 3; MEP2-GFP yeast: 96; Yeast superoxide: 99; RPL19A TOR yeast: 99; LAP4-GFP MLPCN: 133; AHR act: 10

Fetched one by one from the list above, 2 records:
Results for CCC(=O)Nc1nnc(CSCc2ccccc2)s1 ?
GASC-1 inh: -3; procasp7 counter: 5; procasp3 activ: -4; MEP2-GFP yeast: 88; Yeast superoxide: 99; RPL19A TOR yeast: 96; LAP4-GFP MLPCN: 86; AHR act: 6

What do the screens show for `CC(CNC(=O)CCn1ccc2cc(S(=O)(=O)N3CCCC3)ccc21)c1ccccc1` (centres undefined)?
GASC-1 inh: -9; procasp7 counter: -3; procasp3 activ: -2; MEP2-GFP yeast: 97; Yeast superoxide: 107; RPL19A TOR yeast: 98; LAP4-GFP MLPCN: 99; AHR act: 1

(cont.)
What do the screens show for `COc1ccccc1NC(=O)Cn1cncc1-c1ccc([N+](=O)[O-])cc1`?
GASC-1 inh: 5; procasp7 counter: 10; procasp3 activ: -3; MEP2-GFP yeast: 87; Yeast superoxide: 112; RPL19A TOR yeast: 92; LAP4-GFP MLPCN: 87; AHR act: 6

How did CC(Cc1ccccc1)C(=O)Nc1ccc(Br)cc1 (centres undefined) do in these assays?
GASC-1 inh: 9; procasp7 counter: 11; procasp3 activ: 9; MEP2-GFP yeast: 100; Yeast superoxide: 102; RPL19A TOR yeast: 101; LAP4-GFP MLPCN: 102; AHR act: 2

Results for Cc1nn2c(C(F)(F)F)c3c(nc2c1-c1ccccc1)CCC3 ?
GASC-1 inh: -5; procasp7 counter: 3; procasp3 activ: 0; MEP2-GFP yeast: 98; Yeast superoxide: 99; RPL19A TOR yeast: 99; LAP4-GFP MLPCN: 86; AHR act: 9

How did Cc1ccc(NC(=O)COC(=O)Cc2csc(-c3cccc(F)c3)n2)cc1C do in these assays?
GASC-1 inh: 3; procasp7 counter: 2; procasp3 activ: -6; MEP2-GFP yeast: 110; Yeast superoxide: 94; RPL19A TOR yeast: 111; LAP4-GFP MLPCN: 95; AHR act: 0

What do the screens show for `CC(C)CN(Cc1cc(=O)oc2cc(-c3ccccc3)c(O)cc12)CC(C)C`?
GASC-1 inh: 6; procasp7 counter: 2; procasp3 activ: -3; MEP2-GFP yeast: 96; Yeast superoxide: 110; RPL19A TOR yeast: 94; LAP4-GFP MLPCN: 102; AHR act: 24

What do the screens show for `CCOC(=O)c1c(C)n(C)c2ccc(OC)c(NC(=O)CN3CCC(C(=O)OCC)CC3)c12`?
GASC-1 inh: 1; procasp7 counter: 6; procasp3 activ: -8; MEP2-GFP yeast: 101; Yeast superoxide: 102; RPL19A TOR yeast: 97; LAP4-GFP MLPCN: 104; AHR act: 2

What do the screens show for `O=C(Cc1c(F)cccc1Cl)Nc1ccc(S(=O)(=O)N2CCOCC2)cc1`?
GASC-1 inh: -3; procasp7 counter: 7; procasp3 activ: 0; MEP2-GFP yeast: 97; Yeast superoxide: 105; RPL19A TOR yeast: 106; LAP4-GFP MLPCN: 98; AHR act: -3

Results for Cc1ccc(C(C(=O)NC2CCCCC2)N(Cc2cccnc2)C(=O)C2COc3ccccc3O2)o1 (centres undefined) ?
GASC-1 inh: -3; procasp7 counter: 3; procasp3 activ: -3; MEP2-GFP yeast: 98; Yeast superoxide: 149; RPL19A TOR yeast: 96; LAP4-GFP MLPCN: 99; AHR act: 0

How did COC(=O)C1=C(N)c2c(F)cccc2C1(C#N)c1ccc(F)cc1 (centres undefined) do in these assays?
GASC-1 inh: 9; procasp7 counter: -2; procasp3 activ: 0; MEP2-GFP yeast: 101; Yeast superoxide: 98; RPL19A TOR yeast: 99; LAP4-GFP MLPCN: 100; AHR act: 1

What do the screens show for `Cc1ccc(C(=O)Cc2cc3ccccc3oc2=O)c(C)c1`?
GASC-1 inh: -9; procasp7 counter: -5; procasp3 activ: -6; MEP2-GFP yeast: 91; Yeast superoxide: 97; RPL19A TOR yeast: 101; LAP4-GFP MLPCN: 96; AHR act: -2

Results for Cc1oc(-c2ccccc2)nc1C(=O)OCC(=O)NC(=O)NCC(C)C ?
GASC-1 inh: 8; procasp7 counter: -15; procasp3 activ: -3; MEP2-GFP yeast: 98; Yeast superoxide: 97; RPL19A TOR yeast: 97; LAP4-GFP MLPCN: 103; AHR act: 0

What do the screens show for `COc1cc2ncnc(NCc3ccco3)c2cc1OC`?
GASC-1 inh: 6; procasp7 counter: 4; procasp3 activ: 13; MEP2-GFP yeast: 87; Yeast superoxide: 102; RPL19A TOR yeast: 83; LAP4-GFP MLPCN: 93; AHR act: 9

What do the screens show for `O=C(Cc1cccs1)N(c1ccc(Br)cc1)C1C=CS(=O)(=O)C1` (centres undefined)?
GASC-1 inh: 9; procasp7 counter: 0; procasp3 activ: 4; MEP2-GFP yeast: 97; Yeast superoxide: 93; RPL19A TOR yeast: 99; LAP4-GFP MLPCN: 96; AHR act: 3

What do the screens show for `Cc1ccc(Nc2nc(-c3sc(NC(=O)c4ccco4)nc3C)cs2)cc1`?
GASC-1 inh: -8; procasp7 counter: -2; procasp3 activ: 0; MEP2-GFP yeast: 97; Yeast superoxide: 100; RPL19A TOR yeast: 95; LAP4-GFP MLPCN: 145; AHR act: 58*

Results for CCOc1cc([N+](=O)[O-])cc(/C=C2/NC(=O)N(Cc3ccccc3F)C2=O)c1O ?
GASC-1 inh: -3; procasp7 counter: 1; procasp3 activ: 10; MEP2-GFP yeast: 112; Yeast superoxide: 118; RPL19A TOR yeast: 116; LAP4-GFP MLPCN: 103; AHR act: 1
